Bioassay records deposited in PubChem by several laboratories.
CCHF vOTU inh: CCHFV vOTU protease inhibition; AID 651958; Pep-AMC fluorescence; 370,000 tested, 0.55% active; inhibition, % at 11.5 µM; further: 0% = vehicle wells with enzyme and 100% = no enzyme wells
Mtb FBA inh: inhibitors of M. tuberculosis fructose-bisphosphate aldolase | P9WQA3 | purified M. tuberculosis FBA, fluorescence read-out | inhibition, % at 1 µM | 360,000 tested, 2.3% active | AID 588726; in the data active means inhibition above about 27%;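 further: 0% = vehicle and 100% = reference inhibitor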
Target sequence (P9WQA3 whole entry, looked up): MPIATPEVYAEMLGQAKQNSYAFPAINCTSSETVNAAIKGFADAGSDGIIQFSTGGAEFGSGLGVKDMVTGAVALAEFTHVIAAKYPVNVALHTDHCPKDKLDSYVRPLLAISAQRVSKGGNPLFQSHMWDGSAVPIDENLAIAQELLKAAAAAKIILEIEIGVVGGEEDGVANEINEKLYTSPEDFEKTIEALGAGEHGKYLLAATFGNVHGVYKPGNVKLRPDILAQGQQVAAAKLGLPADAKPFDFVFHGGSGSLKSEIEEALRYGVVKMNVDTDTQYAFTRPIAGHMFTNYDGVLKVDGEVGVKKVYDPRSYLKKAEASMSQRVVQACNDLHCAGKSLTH
FadD28 binding: blocks FadD28 binding to the bisubstrate probe; inhibition, % at 12.5 µM; fluorescence polarization; 360,000 tested, 0.22% active; in the data active means inhibition above about 8.5%, passing the limit was not always enough
GDH-TPI counter: inhibits GDH-TPI coupling enzymes, artifact for Mtb FBA screen | inhibition, % at 4.8 µM | GDH-TPI coupled enzyme counterscreen, NADH absorbance | 360,000 tested, 1.2% active | AID 588335;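 further: 0% = DMSO wells and 100% = wells lacking the enzyme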
BioA inh: blocks M. tuberculosis BioA enzyme activity | inhibition, % at 9.99 µM | 360,000 tested, 0.096% active | purified M. tuberculosis BioA enzyme, plate reader | AID 602481; in the data active means inhibition above about 40%
DUSP3 inh: DUSP3 (human) phosphatase inhibition. P51452. recombinant VHR phosphatase, pNPP absorbance. inhibition, % at 13.3 µM. 290,000 tested, 0.52% active; in the data active means inhibition above about 50%; further: some compounds called inactive have numbers as strong as hits
Target sequence (P51452 whole entry, looked up): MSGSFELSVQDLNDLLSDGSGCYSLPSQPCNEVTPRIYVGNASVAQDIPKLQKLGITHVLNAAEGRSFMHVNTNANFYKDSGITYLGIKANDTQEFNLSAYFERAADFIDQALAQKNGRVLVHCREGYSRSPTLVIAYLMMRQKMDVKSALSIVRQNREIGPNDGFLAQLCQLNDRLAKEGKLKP
Mtb UGM inh: Mtb UDP-galactopyranose mutase inhibition | purified UGM, fluorescence polarization probe displacement | inhibition, % at 10 µM | 320,000 tested, 0.06% active | AID 504406; in the data active means inhibition above about 10%, passing the limit was not always enough
Target sequence (P9WIQ1 whole entry, looked up): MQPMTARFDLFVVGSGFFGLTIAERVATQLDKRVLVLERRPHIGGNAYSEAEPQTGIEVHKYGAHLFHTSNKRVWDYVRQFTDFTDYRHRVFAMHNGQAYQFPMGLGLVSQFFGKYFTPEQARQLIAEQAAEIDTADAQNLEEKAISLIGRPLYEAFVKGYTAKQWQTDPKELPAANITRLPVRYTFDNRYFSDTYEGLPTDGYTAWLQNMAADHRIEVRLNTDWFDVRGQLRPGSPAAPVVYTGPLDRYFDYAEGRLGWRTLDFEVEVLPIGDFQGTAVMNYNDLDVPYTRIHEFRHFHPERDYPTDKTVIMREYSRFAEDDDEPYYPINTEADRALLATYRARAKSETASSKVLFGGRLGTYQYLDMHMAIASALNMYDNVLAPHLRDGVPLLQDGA
MazEF act: MazEF (E. coli) toxin RNase activation | P0AE70 | FAM/BHQ RNA-DNA oligo cleavage fluorescence, 5 h | activation, % at 20 µM | 350,000 tested, 0.32% active; in the data active means activation above about 50%
Target sequence (P0AE70 whole entry, looked up): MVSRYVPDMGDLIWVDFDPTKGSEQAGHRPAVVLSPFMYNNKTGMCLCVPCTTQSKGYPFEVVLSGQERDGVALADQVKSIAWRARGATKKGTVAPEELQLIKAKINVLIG
BoNT F protease: BoNT F light chain protease inhibition; Multiplex microsphere protease cleavage assay, flow cytometry; inhibition, % at 10 µM; 360,000 tested, 0.22% active; in the data active means inhibition above about 35%, passing the limit was not always enough; further: plate controls were buffer without enzyme for full effect and enzyme alone for no effect
Rv3671c inh: inhibits the M. tuberculosis serine protease Rv3671c; P9WHR9; inhibition, % at 5.96 µM; 320,000 tested, 0.048% active; in the data active means inhibition above about 38%;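 further: extracellular domain of Rv3671c used as enzyme; 0% = enzyme with DMSO and 100% = no enzyme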
* hit, by the source's call; nt = no result given. Unless noted, no stated cut-off is given here; in the data, active means inhibition above about 30%; inactive means the rest.

SMILES	CCHF vOTU inh	Mtb FBA inh	FadD28 binding	GDH-TPI counter	BioA inh	DUSP3 inh	Mtb UGM inh	MazEF act	BoNT F protease	Rv3671c inh
Cc1ccc(S(=O)(=O)NCCNC(=O)c2ccc(C)nc2)cc1	9.3	-0.2	-1.6	4.4	1.0	41.8	-0.7	-27.6	-6.5	7.1
CCC(C(=O)NCC1CCCO1)N(C(=O)CNS(=O)(=O)c1ccccc1)c1ccc(F)cc1 (stereo not drawn)	-2.3	1.1	-4.0	-2.3	-2.6	6.7	-0.4	-3.1	0.4	-0.8
CC1=C(OC(=O)C(C)(C)C)C(C)(C)C(c2ccccc2)OC1=O (stereo not drawn)	11.2	-1.0	0.7	-0.7	nt	-1.2	-1.9	0.8	-1.0	-5.5
Cc1cc(C)n2c(Nc3ccc4c(c3)OCCO4)c(-c3ccc(C)o3)nc2n1	8.6	-1.7	-1.4	22.5	8.4	35.7	1.1	9.6	-4.6	2.0
Cc1cccc(OCc2nnc(SCC(=O)N3CCCCC3)o2)c1	-14.6	-0.6	-1.0	12.7	-0.3	3.0	3.6	1.1	-2.8	2.7
O=C(NCCSCc1ccc(Cl)cc1)c1cccs1	4.5	3.9	-0.9	11.6	nt	17.9	0.3	1.1	-6.3	5.4
CCCCNC(=O)CSc1nnc(Cc2ccccc2)n1CC1CCCO1 (stereo not drawn)	-2.2	3.4	0.2	3.9	nt	21.5	-0.3	7.2	2.1	1.4
O=C1C=C(Nc2ccc(Cl)cc2)CC(c2ccccc2)C1 (stereo not drawn)	5.0	-0.8	-1.6	9.7	4.7	12.4	-0.2	3.3	-0.5	-8.1
CCN1C(=O)N(S(=O)(=O)C(F)(F)F)[C@@H](c2ccccc2)C(C(=O)OC)=C1C	10.5	5.4	-2.6	12.6	-0.9	18.7	1.1	1.3	1.4	1.1
CN(C)CCNC(=O)c1cccc(NS(=O)(=O)c2ccc(Cl)c(Cl)c2)c1	-9.0	2.6	-3.0	7.4	0.7	13.2	3.9	-5.7	4.0	-2.9
CC(C)c1c(O)nc(SCCN2CCOCC2)[nH]c1=O	-15.7	-0.1	-2.7	0.8	2.3	17.2	-1.5	-4.0	-4.1	-2.5
O=c1c2c(ncn1CCO)nc1n2CCC1	-9.7	-0.2	-4.0	0.9	-0.9	16.1	-2.4	4.3	18.0	-0.2
O=C(COC(=O)c1cc(NS(=O)(=O)c2cccs2)ccc1O)Nc1ccccc1	4.2	4.1	-1.2	10.1	0.2	-0.7	4.6	4.8	-0.6	-9.7
CCN(CC1COc2ccccc2O1)S(=O)(=O)c1ccc(C)cc1 (stereo not drawn)	11.2	0.5	-3.9	-7.2	nt	-4.8	0.2	0.0	1.3	2.8
Cc1cccc(Nc2ncc3c(n2)CC(c2ccco2)CC3=O)c1 (stereo not drawn)	10.5	-0.4	-0.8	26.4	0.6	11.9	-3.3	0.1	1.2	-20.8
CC1CC(C)(C)CC2(C1)NC(=S)N(c1ccccc1)N2 (stereo not drawn)	1.4	0.6	-2.4	1.4	nt	33.3	2.3	-2.0	-12.2	13.2
CC1CN(C(=O)CS(=O)(=O)Cc2ccc(Cl)cc2)CC(C)O1 (stereo not drawn)	-7.4	-0.3	0.6	-2.0	-0.1	6.2	-3.1	-2.1	-2.6	3.5
COc1ccccc1-n1cc(C(=O)NCC(=O)N2CCN(c3ccccc3)CC2)c2ccccc2c1=O	6.1	5.5	-1.7	-1.0	0.5	50.8*	1.8	2.6	-4.5	9.8
CCn1c(C)nnc1SCC(=O)Nc1nccs1	-2.9	1.1	nt	-4.4	nt	3.0	-1.1	10.3	0.7	3.3
O=C(Cn1cnc2c(oc3ccccc32)c1=O)NCCc1ccccc1	14.4	-0.3	-2.1	2.8	-0.7	nt	2.9	-6.1	-9.1	-12.2
CCOc1ccc(C(C(=O)NCC2CCCO2)N(C(=O)c2snc(C(N)=O)c2N)c2cccc(F)c2)cc1 (stereo not drawn)	-30.3	34.2*	nt	8.8	0.0	8.5	-0.1	7.1	8.4	-3.8
CC(C)(C)N(Cc1ccccc1)C(=O)CSc1nc2ccccc2c(=O)[nH]1	6.0	2.1	-0.1	11.2	-0.5	25.4	0.0	-17.4	-3.6	-7.7
COc1ccc(C(=O)COC(=O)c2cc(S(=O)(=O)NCc3ccccc3)ccc2O)cc1	-9.3	2.9	-1.2	8.0	nt	28.0	-2.2	4.0	-2.5	-18.1
CS(=O)(=O)Nc1ccc(C(=O)NC2CCCCC2)cc1	-6.5	-1.6	-4.1	-14.6	2.0	17.6	-0.7	10.4	3.9	0.0
CCCS(=O)(=O)c1nc(S(=O)(=O)c2ccc(C)cc2)c(N2CCC(O)CC2)s1	2.2	-2.1	-1.1	27.3	0.1	-22.8	2.7	6.4	-2.5	-3.0
Cn1c(=O)oc2cc(S(=O)(=O)NCCN3CCc4ccccc4C3)ccc21	-0.5	1.7	-1.3	12.9	2.2	34.7	-1.0	0.0	1.4	9.6
COc1cccc(N(CC(=O)N2CCN(Cc3ccccc3)CC2)S(C)(=O)=O)c1	-12.5	-1.7	2.5	3.5	0.7	nt	nt	-1.6	4.7	nt
COc1cccc(NC(=O)CN(C)CC(=O)NCc2ccco2)c1	-6.1	-2.1	0.0	7.4	0.8	nt	-2.2	7.6	-2.4	-4.2
Cc1ccccc1N1CCN(C2CCCN(C(=O)CCN3CCCCC3=O)C2)CC1 (stereo not drawn)	-4.8	0.6	-0.2	-0.4	-2.1	-2.2	2.3	-0.4	1.2	2.2
Cc1cccnc1NC(=O)c1ccc(S(=O)(=O)N2CC(C)OC(C)C2)cc1 (stereo not drawn)	8.9	0.1	-2.7	-6.9	0.7	14.7	-0.9	-4.3	-5.3	-5.7
C=CCOc1ccc(CNc2nn[nH]n2)cc1	-0.8	7.2	-1.3	-0.9	-0.2	27.9	-3.6	-2.5	-2.5	-0.5
CCOC(=O)c1ccc(CNC(=O)Cn2nnc(-c3ccc(C)cc3)n2)o1	-1.9	-3.1	-0.6	4.0	1.1	6.6	-0.9	5.8	12.8	3.6
Nn1c(=S)[nH]nc(Cc2ccc(O)cc2)c1=O	1.3	0.6	-2.7	15.8	nt	1.7	2.4	2.1	-3.9	-12.6
Cc1ccc(C(CNC(=O)c2ccc(Br)o2)N2CCN(C)CC2)cc1 (stereo not drawn)	-3.7	0.3	-3.4	-7.2	-1.3	nt	2.8	2.5	-6.7	3.6
Cc1ccc2c(c1)c1c(n2CC(O)Cn2c(C)nc3ccccc32)C(=O)CCC1 (stereo not drawn)	18.8	25.1	-3.3	-1.4	1.4	15.1	2.9	11.7	5.5	7.0
O=C(Cn1c(-c2ccccc2)c[n+]2ccsc12)c1ccc(Br)cc1	11.2	-1.3	-5.7	-9.5	3.8	18.4	-1.5	17.2	3.5	-0.7
Cc1ccc(NC(=O)CCN2C(=O)CSC2=O)c(C)c1	4.2	1.1	-3.5	-4.7	0.5	-1.0	3.2	3.8	1.3	5.6
CCc1ccccc1NC(=O)COc1ccc(N2CC(C(N)=O)CC2=O)cc1 (stereo not drawn)	-19.3	-0.3	-0.7	-1.1	-0.4	6.9	-4.8	5.8	-19.3	-7.9
COCCNC(=O)C(=O)N/N=C(\C)CC(=O)Nc1ccc(Cl)cc1Cl	-13.3	-2.3	-5.2	-3.6	nt	1.2	-2.4	4.8	-1.5	-7.8
COc1ccc(OC)c(CN2CCN(C(=O)COc3cccc(C)c3)CC2)c1	4.2	-3.8	0.4	-2.6	-0.4	15.3	7.4	3.3	7.0	-1.6

An excerpt of these results, with two lines to a compound:
Every second line gives: CCHF vOTU inh, Mtb FBA inh, FadD28 binding, GDH-TPI counter, BioA inh, DUSP3 inh, Mtb UGM inh, MazEF act, BoNT F protease, Rv3671c inh
> COc1ccccc1-n1cc(C(=O)NCC(=O)N2CCN(c3ccccc3)CC2)c2ccccc2c1=O
    6.1, 5.5, -1.7, -1.0, 0.5, 50.8*, 1.8, 2.6, -4.5, 9.8
> CCn1c(C)nnc1SCC(=O)Nc1nccs1
    -2.9, 1.1, nt, -4.4, nt, 3.0, -1.1, 10.3, 0.7, 3.3

(list continues)
SMILES	CCHF vOTU inh	Mtb FBA inh	FadD28 binding	GDH-TPI counter	BioA inh	DUSP3 inh	Mtb UGM inh	MazEF act	BoNT F protease	Rv3671c inh
CCC(CC)NCc1ccc(OC)cc1OC	-1.1	2.6	-0.8	0.5	0.1	2.0	1.5	1.1	-3.6	-1.0
O=[N+]([O-])c1cc(S(=O)(=O)NCCCN2CCOCC2)ccc1Cl	-8.0	1.1	-2.9	12.3	-1.2	-1.0	0.1	-8.9	7.8	-4.9
O=C(/C=C/c1ccc(Cl)c(Cl)c1)n1cccn1	2.0	-0.2	2.3	3.0	-2.4	7.3	-0.3	4.6	19.5	-0.8
CCCCn1c(N)c(N(CC(C)C)C(=O)c2cccc(OCc3ccccc3)c2)c(=O)[nH]c1=O	-10.8	4.5	-0.5	10.5	-1.1	nt	1.4	-15.4	3.8	4.3
C=CCn1c(O)c(C2=c3ccccc3=NC2=O)c2ccccc21	2.2	-4.0	-2.7	0.5	4.3	59.7*	0.5	-0.8	-0.1	-12.1
COC(=O)CCN(C1CCCCC1)S(=O)(=O)c1ccc(S(=O)(=O)NC2CCCCC2)cc1	9.3	1.9	-2.1	-2.9	1.3	14.6	0.7	3.8	-7.2	-13.5
OCCSc1nc(N2CCOCC2)nc(N2CCOCC2)n1	-12.1	3.9	0.8	4.9	nt	16.1	-2.7	9.6	-2.1	-4.5
COc1ccc(F)cc1C(=O)C1CCCN(Cc2cccn2-c2cccnc2)C1 (stereo not drawn)	-14.1	3.1	-2.5	12.1	nt	26.3	-2.8	4.2	-4.7	0.2
C/C(=N\NC(=O)Cc1csc(N2CCOCC2)n1)c1ccc(Cl)c(Cl)c1	-4.4	-0.5	-1.8	7.3	0.9	11.9	nt	11.1	-3.5	-2.5
COc1ccc(-c2csc(-c3cccs3)n2)cc1OC	-7.5	-1.6	-5.6	12.3	nt	7.2	2.0	0.3	-7.8	12.4
O=C(NCc1cccc(Cl)c1)C1=CC=CN2CCS(=O)(=O)N=C12	-19.8	30.5*	-0.8	13.7	-5.3	nt	-3.2	-3.6	-3.2	2.9
CCOc1ccccc1N1CC(C(=O)NCCC2=CCCCC2)CC1=O (stereo not drawn)	3.4	2.6	-1.8	9.9	-0.3	nt	nt	-0.9	4.8	nt
CCCC(C(=O)NC(C)(C)C)N(Cc1ccccc1Cl)C(=O)c1snc(C(N)=O)c1N (stereo not drawn)	-9.3	9.6	-2.4	20.7	-0.1	11.4	1.3	2.4	-28.0	-5.2
Cc1cc(=O)[nH]c2c1c(C)nn2C1CCCCC1	3.7	-1.7	-1.7	8.3	-0.7	2.0	2.0	3.1	-17.4	-5.6
CCOCCn1c(N2CCN(c3ccc(OC)cc3)CC2)nc2c1c(=O)[nH]c(=O)n2C	3.0	-1.4	-1.8	-9.8	0.7	-1.0	-3.7	4.9	6.5	-1.7
COc1cccc(/C(O)=C2\C(=O)C(=O)N(c3ccccn3)C2c2cccc(OC)c2OC)c1 (stereo not drawn)	5.8	-4.6	1.0	41.2*	-0.1	9.5	-0.1	-5.9	0.9	-0.8
C[N+]1=C(/C=C/Nc2ccccc2)C(C)(C)c2ccccc21	7.4	-1.6	0.5	24.8	nt	-12.5	-2.3	10.8	4.2	-79.2
Cc1cccc(C)c1NC(=O)CNC(=O)Cc1c[nH]c2ccccc12	8.1	-3.0	-3.8	-4.5	-1.0	nt	1.8	3.8	-0.7	2.0

3 of the compounds above, with values under each structure.
Each structure is followed by: CCHF vOTU inh	Mtb FBA inh	FadD28 binding	GDH-TPI counter	BioA inh	DUSP3 inh	Mtb UGM inh	MazEF act	BoNT F protease	Rv3671c inh
> CCCC(C(=O)NC(C)(C)C)N(Cc1ccccc1Cl)C(=O)c1snc(C(N)=O)c1N (stereo not drawn)
    -9.3	9.6	-2.4	20.7	-0.1	11.4	1.3	2.4	-28.0	-5.2
> O=C(NCc1cccc(Cl)c1)C1=CC=CN2CCS(=O)(=O)N=C12
    -19.8	30.5*	-0.8	13.7	-5.3	nt	-3.2	-3.6	-3.2	2.9
> COc1cccc(/C(O)=C2\C(=O)C(=O)N(c3ccccn3)C2c2cccc(OC)c2OC)c1 (stereo not drawn)
    5.8	-4.6	1.0	41.2*	-0.1	9.5	-0.1	-5.9	0.9	-0.8
